# G9a block – inhibitors of human histone lysine methyltransferase G9a | Q96KQ7 | G9a H3K9 monomethylation, AlphaScreen, 2 h | Potency, µM (titrated, usually from 102 µM), for inactives: at the highest dose activity, negative = inhibition, actives largely listed as inhibitors | hit rate 8.8% among 350,000 | AID 504332; further: potency means the concentration at half of the fitted maximal effect; on the % scale 0 is the no-effect control and ±100 the full control effect; nearly all actives have a fitted effect of over 75% in size
#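 G9a (20 nM) was preincubated 15 min with compound, then reacted 2 h at room temperature with 500 nM biotin-H3K9 peptide and 20 µM SAM. Monomethyl-H3K9 detected by AlphaScreen using anti-H3K9me1 antibody.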
# Pin1 inh – blocks the human prolyl isomerase Pin1; Q13526; Pin1 FP peptide displacement, HiFluor488, 10 min; Potency, µM (top dose mostly 115 µM), for the others: at the top dose activity, negative = inhibition, most hits filed as inhibitors; hit rate 0.009% among 390,000; AID 504891; active means well fitted inhibition curve with a large enough effect in the polarisation, with a control signal flat, not every such curve was filed as active; inconclusive means small, poorly fitted or top-dose-only effect, or effect the other way, or a change in a side signal; inactive means no such curve, though single readings can be large or run the other way; the % refers to the polarisation; further: potency means the concentration at half of the fitted maximal effect; on the % scale 0 is the no-effect control and ±100 the full control effect
# Target sequence (Q13526 whole entry, looked up): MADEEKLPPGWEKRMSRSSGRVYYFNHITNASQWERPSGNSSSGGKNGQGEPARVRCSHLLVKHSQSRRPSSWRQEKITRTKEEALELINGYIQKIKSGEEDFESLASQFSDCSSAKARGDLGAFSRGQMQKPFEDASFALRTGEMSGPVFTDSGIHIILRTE
# HP1b binding inh – blocks HP1-beta chromodomain binding to methylated histone tails. AlphaScreen HP1-beta / biotin-H3K9me3 peptide binding. Potency, µM (top dose mostly 114 µM), for inactives: at the top dose activity change, negative = inhibition, hits mostly inhibitors. hit rate 0.56% among 390,000; further: potency means the concentration at half of the fitted maximal effect; nearly all actives have a fitted effect of over 70% in size; inactives centre near 23
# Target sequence (P83916 whole entry, looked up): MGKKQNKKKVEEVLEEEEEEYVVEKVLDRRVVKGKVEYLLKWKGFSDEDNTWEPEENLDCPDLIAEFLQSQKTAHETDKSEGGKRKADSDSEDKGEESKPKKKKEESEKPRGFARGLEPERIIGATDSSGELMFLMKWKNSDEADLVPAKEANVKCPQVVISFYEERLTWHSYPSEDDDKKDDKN
#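 AlphaScreen: HP1-beta (50 nM) preformed 30 min with biotin-H3(1-18)K9me3 peptide (50 nM) in PBS pH 7.4, 0.01% Tween-20. Compound added for 30 min at RT, then streptavidin donor/nickel chelate acceptor beads (10 ug/mL) for 30 min.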
# ERG Ets-DNA blk – ERG Ets/DNA interaction inhibition | fluorescence polarization, His-ERG Ets domain / labelled DNA | Potency, µM (highest dose often 76.9 µM), for inactives: at the top dose FP activity, negative = inhibition, most hits filed as inhibitors | hit rate 0.028% among 370,000 | AID 624246; active means well fitted inhibition curve with a large enough effect in the polarisation, with a control signal flat; inconclusive means small, poorly fitted or top-dose-only effect, or effect the other way, or a change in a side signal; inactive means no such curve, though single readings can be large or run the other way; the % refers to the polarisation;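 further: polarization taken with two DNA probes labelled with fluorescein and Texas red; potency means the concentration at half of the fitted maximal effect; % of control where 0% means no effect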
#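 His-tagged ERG Ets domain (1 uM in the protein solution; 300mM KCl, 50mM Tris-HCl, 1mM EDTA, 1mM DTT, pH 7.5) received compound, then a probe mix of 5 nM fluorescein-DNA and 100nM Texas-615-DNA. Fluorescence polarization was read for both dyes.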
# BAZ2B inh – BAZ2B (human) inhibition. AlphaScreen BAZ2B-H3K14Ac peptide displacement. Q9UIF8. hit rate 4.4% among 360,000. Potency, µM (series often up to 114 µM), for inactives: at the top dose activity change, negative = inhibition, hits mostly inhibitors; further: potency means the concentration at half of the fitted maximal effect; on the % scale 0 is the no-effect control and ±100 the full control effect; nearly all actives have a fitted effect of over 60% in size
#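 AlphaScreen luminescence quantifies BAZ2B engagement of H3K14Ac peptide; the protein and biotinylated peptide are both at 50 nM final, buffer PBS pH 7.4 with 0.01% Tween-20, all steps at room temperature.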
# GLS inh – blocks human kidney-isoform glutaminase activity | GLS enzymatic activity, qHTS titration | AID 624170 | hit rate 0.21% among 410,000 | Potency, µM (top dose mostly 45.5 µM), without a hit: at the highest dose activity change, negative = inhibition, actives largely listed as inhibitors | O94925; further: potency means the concentration at half of the fitted maximal effect; on the % scale 0 is the no-effect control and ±100 the full control effect
#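 Glutamate formation by hKGA was monitored fluorometrically using coupled glutamate oxidase, HRP and Amplex Red. Substrate was added as 1 mM L-glutamine solution; incubation was 30 min at RT after an initial read.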
# PI4K2A inh – blocks human PI4K2A kinase activity | Q9BTU6 | purified PI4K2A, ADP-Glo luminescence, 1 h; stronger effect = lower value | activity change, negative = inhibition, % at 76.9 µM | hit rate 0.13% among 420,000; in the data active means activity change below about -50%; inconclusive means mostly about -30% to -49%;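 further: -100% = wells without enzyme as full effect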
#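 Compounds are screened against recombinant PI4K2A using PI as substrate and ATP, the latter dispensed at 300 microM. Reactions run one hour at ambient temperature before ADP-Glo detection; full inhibition defined by wells lacking enzyme.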
# PGK inhibitor – blocks T. brucei phosphoglycerate kinase. P07378. PGK/GAPDH coupled, Kinase-Glo luminescence, 60 min. Potency, µM (highest dose often 57.5 µM), for the others: top-dose activity change, negative = inhibition, hits mostly inhibitors. hit rate 0.043% among 380,000. AID 602233; further: potency means the concentration at half of the fitted maximal effect; on the % scale 0 is the no-effect control and ±100 the full control effect; nearly all actives have a fitted effect of over 60% in size
# Target sequence (P07378 whole entry, looked up): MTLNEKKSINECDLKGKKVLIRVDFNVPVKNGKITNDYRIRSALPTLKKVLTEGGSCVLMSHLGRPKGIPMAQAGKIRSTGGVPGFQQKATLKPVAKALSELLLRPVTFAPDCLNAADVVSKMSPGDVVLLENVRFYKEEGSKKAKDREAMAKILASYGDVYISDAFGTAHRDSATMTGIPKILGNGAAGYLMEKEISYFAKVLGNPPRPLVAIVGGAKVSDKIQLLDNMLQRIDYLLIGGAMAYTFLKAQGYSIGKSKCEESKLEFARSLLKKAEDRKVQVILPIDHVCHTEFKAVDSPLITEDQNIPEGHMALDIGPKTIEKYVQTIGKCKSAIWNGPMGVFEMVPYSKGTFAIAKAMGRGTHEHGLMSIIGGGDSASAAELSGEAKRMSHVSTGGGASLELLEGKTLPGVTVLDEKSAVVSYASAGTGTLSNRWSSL
#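 Luminescent ATP detection (Kinase-Glo Plus) follows a 60-minute room-temperature incubation, with wells lacking PGK as controls. Buffer: 100 mM TEA (pH 7.6), 5 mM MgCl2, 0.01% Tween-20. Coupling enzyme GAPDH (100 nM final) supplies unstable 1,3-BPG in-well.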
# JMJD2A Tudor inh – inhibitors of human JMJD2A Tudor domain; AID 504339; O75164; Potency, µM (series often up to 114 µM), for inactives: at the top dose activity change, negative = inhibition, hits mostly inhibitors; AlphaScreen JMJD2A-Tudor / H3K4me3 peptide binding; hit rate 4.4% among 390,000; further: potency means the concentration at half of the fitted maximal effect; on the % scale 0 is the no-effect control and ±100 the full control effect; nearly all actives have a fitted effect of over 50% in size
# * marks the source's active call; other numbers are inactive results; i = inactive; ? = inconclusive; . = no result given; [ ] = remark or other dose. Unless noted, the call rests on the fitted dose curve; in most records, active means well fitted curve in the direction sought with a large enough effect; inconclusive means small, poorly fitted or top-dose-only effect, or another doubt; inactive means no such curve, though single readings can be large; an effect the other way counts as inactive or inconclusive.
SMILES,G9a block,Pin1 inh,HP1b binding inh,ERG Ets-DNA blk,BAZ2B inh,GLS inh,PI4K2A inh,PGK inhibitor,JMJD2A Tudor inh
Nc1nnc2c(n1)CCCC2,?,-12%,21%,-1%,50µM*,0%,-16,-1%,22µM*
CCOc1ccc(S(=O)(=O)Nc2ccc(-c3ccc(N4CCCC4)nn3)cc2)cc1,7%[59 µM],-1%,2%[57 µM],1%,3%,-2%,1,-3%,-14%
COc1cccc(CN2CCc3nc(N4CCN(C)CC4)ncc3C2)c1,-6%[59 µM],0%,5%,1%,?,7%,-5,-3%,?
CCOC(=O)C1CCCN(S(=O)(=O)CCNC(=O)c2ccc3c(c2)OCO3)C1 (stereo not drawn),7%,-4%,8%,4%,-2%,4%,0,i,-15%
C=C1CCN([C@@H](CC(C)C)C(=O)NN2CCOCC2)S(=O)(=O)c2ccccc21,.,-4%,27%,1%,.,1%,-1,9%,-5%
Cc1c(Cl)cccc1NC(=O)c1cccnc1,3%,-8%,36%,14%,7%,0%,2,-9%,-6%
Cc1ccc(/C=C/c2nnc(-c3cccs3)o2)cc1,57%[activator],1%,41%[activator],.,16%[57.1 µM],-7%,-1,-5%,17%
COc1ccc2c(c1OC)C(=O)OC2Nc1ccccc1S(=O)(=O)C(F)F (stereo not drawn),?,0%,13%,-7%,5%,-4%,-4,11%,4%
COc1cccc(-c2nc(CS(=O)CC(=O)NC3CCCCC3)c(C)o2)c1 (stereo not drawn),.,-2%,46%[activator],-2%,-8%,2%,4,8%,-4%
CCCn1c(=O)c(C(=O)NNC(=O)c2ccc(Cl)cc2Cl)c(O)c2ccccc21,.,7%,62%[activator],-18%,0%,1%,7,-2%,-11%
O=C(CSc1nnc(-c2cccnc2)o1)Nc1nccs1,21%,-1%,48%[activator],4%,?,-23%,-3,5%,?
COc1cc(OC)c(NC(=O)c2c(N3CCCC3=O)c3cc(C)ccc3n2C)cc1Cl,-17%[59 µM],2%,13%,-1%,-21%,0%,0,i,-11%
Cc1ccc(-c2noc(CCC(=O)NCC3CCN(Cc4cccc(C)c4)CC3)n2)cc1,21%[12.7 µM],8%,2%,11%,12%,1%,-6,i,?
O=[N+]([O-])c1ccc(O)c(C=Nc2ccc3c(c2)OCCO3)c1,-22%[59 µM],1%,23%,-1%,-32%,8%,-6,-5%,-15%
O=C(CCCn1c(=O)c2cccn2c2cccnc21)Nc1ccccc1Br,3%[59 µM],?,11%,2%,0%,-11%,2,i,-19%
O=C(O)C1CCN(c2ccccc2[N+](=O)[O-])CC1,6%,-8%,20%,9%,.,5%,2,-2%,-2%
COC(=O)CNC(=O)c1ccccc1F,23%,-2%,2%,.,10%,6%,0,.,-10%
Cc1cc(O)c(C(C)C)cc1N=Nc1ccccc1C(=O)O,40µM*,71%[activator],?,27%,?,?,0,2%,?
CNC(=O)NNC(=O)c1nc(-c2ccccc2)c(C)o1,?,-1%,5%,1%,-3%,0%,-2,-5%,?
O=C(NCCC(NS(=O)(=O)OCC(Cl)(Cl)Cl)c1ccccc1)C(F)(F)F (stereo not drawn),.,-9%,34%,-6%,5%,0%,-2,11%,-17%
CC(=O)NC(c1ccc(C)cc1)c1cc([N+](=O)[O-])c2cccnc2c1O (stereo not drawn),35µM*,4%,-21%,-6%,4.5µM*,12%,-29,3%,14µM*
COc1ccc(-c2nnn(CC(=O)N(CCO)C(C(=O)NC3CCCC3)c3ccc(F)cc3)n2)cc1 (stereo not drawn),9%[59 µM],-1%,31%,-9%,6%,-3%,-5,16%,-9%
CN(C(=O)Nc1ccc(Cl)c(Cl)c1)c1ccccc1C(=O)O,56µM*,-1%,7%,-4%,-12%,9%,5,8%,5%
O=C(CCc1nc(-c2ccccc2)no1)Nc1cccnc1,56µM*,3%,20%,-7%,3%,1%,-3,-7%,-4%
O=C(Nc1nnc2n1CCS2)c1ccc(Br)o1,1.8µM*,-1%,29%,4%,20µM*,-14%,-3,-1%,20µM*
CCN(CC)CCN1C(=O)C(O)=C(C(=O)c2ccco2)C1c1ccccn1 (stereo not drawn),11µM*,-18%,46%[activator],-8%,?,12%,-3,0%,89µM*
CSc1nc(N2CCOCC2)c2c3c(sc2n1)CCC3,-40%[59 µM],-3%,13%,-6%,-33%,2%,3,2%,-11%
CCC(C)(C)NC(=O)C1CCCN1C(=O)NC1CCCCC1 (stereo not drawn),6%,1%,-3%,0%,-4%,4%,4,-4%,-8%
O=C(COC(=O)Cc1ccc(Br)cc1)Nc1ccc(Cl)cn1,.,?,103%[activator],0%,.,2%,0,6%,45%[activator]
O=C(NCc1ccco1)C1CCN(c2nnc(-n3cccc3)s2)CC1,-15%[59 µM],?,35%,5%,-2%,-2%,-1,10%,0%
Cc1ccc(S(=O)(=O)N2CCOCC2)cc1NC(=O)c1cc2c(s1)CCC2,4%[59 µM],-2%,13%,-4%,-5%,1%,3,6%,?
CC1(C)OC(=O)N(c2cccnc2)C1(C)O (stereo not drawn),26%[59 µM],-19%,42%[activator],5%,-6%,8%,-4,-5%,2%
CC1CCN(C(=O)/C(=C\c2ccccc2F)NC(=O)c2ccccc2)CC1,5%,2%,10%,-8%,-14%,2%,10,8%,-10%
O=C(c1ccco1)N1CCN(C(=O)c2ccc(COc3ccc(F)cc3)o2)CC1,?,-5%,4%,-14%,-4%,7%,-1,-10%,-10%
COc1cc(OC)c(NC(=O)c2c3c(nc4ccccc24)C(=O)N(C2CCCCC2)C3)cc1Cl,-1%[59 µM],1%,24%,6%,-3%,2%,1,10%,-9%
Cc1ccc(Cl)cc1-n1ncc2c(N3CCCCCC3)ncnc21,-1%[59 µM],-1%,12%,3%,1%,5%,-4,-10%,6%
CSCCC(NS(=O)(=O)c1ccc(C)c(C(=O)O)c1)C(=O)O (stereo not drawn),?,-11%,27%,2%,-16%,-8%,0,-5%,-5%
O=C1CCC(C(=O)N(Cc2cccs2)C2(C(=O)NC3CCCCC3)CCCCC2)N1 (stereo not drawn),-1%,-3%,25%,-10%,-17%,-8%,0,i,-4%
COc1ccc(CN2C(=O)CS/C2=N/N=C/c2cccs2)cc1,8%,9%,4%,28%,-28%,2%,2,2%,-18%
Cc1cccc(N(C(=O)CNC(=O)c2ccco2)C(C(=O)NC2CCCCC2)c2cccnc2)c1 (stereo not drawn),27%[59 µM],-6%,31%,2%,6%,2%,1,2%,-7%

# As entered above:
# Reading for CC1CCN(C(=O)/C(=C\c2ccccc2F)NC(=O)c2ccccc2)CC1 in G9a block: 5%
# Reading for CSCCC(NS(=O)(=O)c1ccc(C)c(C(=O)O)c1)C(=O)O (stereo not drawn) in PGK inhibitor: -5%

# (list continues)
SMILES,G9a block,Pin1 inh,HP1b binding inh,ERG Ets-DNA blk,BAZ2B inh,GLS inh,PI4K2A inh,PGK inhibitor,JMJD2A Tudor inh
CC(=O)Nc1ccc2nc(C)n(Cc3ccc(Cl)cc3)c(=O)c2c1,-31%[59 µM],4%,56%[activator],-2%,-9%,-7%,-7,4%,-3%[11.4 µM]
CCC1(c2ccc(F)cc2)NC(=O)N(CC(=O)N2CCc3ccccc3C2)C1=O (stereo not drawn),-48%,3%,11%,-9%,24%,6%,0,-2%,-13%
COCCCNC(=O)c1nn(C)c2c1CS(=O)(=O)c1ccccc1-2,-19%[59 µM],-3%,27%,4%,-3%,-9%,-1,6%,-10%
Cc1ccc(-c2nc(CS(=O)CC(=O)NCc3ccccn3)c(C)o2)cc1 (stereo not drawn),-4%,-4%,42%[activator],5%,8%,0%,-1,3%,-10%
C=CCSC1=NC(N)=C(C#N)C2(CCCCC2)C1C(N)=O (stereo not drawn),-23%,2%,27%,14%,-9%,18%,-8,-4%,-12%
COc1ccccc1CN(C)C(=O)COC(=O)c1c(C)noc1C,.,4%,12%[57 µM],-5%,.,2%,4,6%,-10%
N#Cc1c2n(c(=S)n(-c3ccccc3[N+](=O)[O-])c1=O)CCCCC2,40µM*,-1%,-7%,14%,.,-10%,2,0%,?
O=C(NC1CCCCC1)C(Cc1ccccc1)N1C(=O)C2C3CCC(C3)C2C1=O (stereo not drawn),-7%,0%,38%[activator],.,0%,12%,-1,9%,-18%
CC(C)(C)NC(=O)Nc1ccc(Cn2cc(C(F)(F)F)ccc2=O)cc1,8%,-2%,-5%,13%,2%,?,3,7%,32µM*
COCCNC(=S)N1CCC(C(=O)c2ccc(F)cc2)CC1,.,2%,35%,-1%,.,3%,0,3%,-6%
Cc1cccc(OCC(=O)OCC(=O)NCC2CCCO2)c1C (stereo not drawn),9%[2.33 µM],-1%,36%[activator],0%,3%,-1%,0,3%,1%
C1CCC(C23CC4CC(CC(C4)C2)C3)NC1 (stereo not drawn),10%[59 µM],-4%,8%,-2%,-2%,?,3,-2%,-15%
O=C(/C=C/c1ccc(S(=O)(=O)N2CCOCC2)cc1)NC(=S)Nc1ccc(Cl)cc1Cl,-8%[12.7 µM],3%,-14%,5%,-4%,13%,-8,-1%,-20%
